BoNT A protease – blocks Botulinum neurotoxin A light chain protease | multiplex microsphere protease substrate cleavage, flow cytometry | inhibition, % at 10 µM | 0.17% of 360,000 active | AID 588499; further: plate controls were buffer without enzyme for full effect and enzyme alone for no effect
BH1578 lux ind – quorum light induction in luxS cqsA deficient V. cholerae; V. cholerae BH1578 lux reporter, luminescence, 6 h; activation, % at 18.7 µM; 0.16% of 350,000 active; in the data active means activation mostly above about 9.7%, no sharp cut-off; inconclusive means no clear call, values can overlap the other calls; inactive means mostly below about 3.7%; further: not every result past the cut was called active; inactives centre near 0; reference of the scale not given here
PfHsp40 rescue – restores yeast growth despite PfHsp40 toxicity | S. cerevisiae expressing PfHsp40, growth rescue, ATP luminescence | growth rescue, % at 12.5 µM | 0.68% of 340,000 active; in the data active means growth rescue above about 28%, passing the limit was not always enough; inconclusive means no clear call, values can overlap the other calls;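 further: yeast W303a lacking pdr1 and pdr3 grown in galactose medium; growth measured after three days at 30 °C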
Anthrax LF prot – anthrax lethal factor protease inhibition; multiplex microsphere protease cleavage assay, LF; inhibition, % at 10 µM; 0.12% of 360,000 active; AID 588501; further: plate controls were buffer without enzyme for full effect and enzyme alone for no effect
Target sequence (P15917 whole entry, looked up): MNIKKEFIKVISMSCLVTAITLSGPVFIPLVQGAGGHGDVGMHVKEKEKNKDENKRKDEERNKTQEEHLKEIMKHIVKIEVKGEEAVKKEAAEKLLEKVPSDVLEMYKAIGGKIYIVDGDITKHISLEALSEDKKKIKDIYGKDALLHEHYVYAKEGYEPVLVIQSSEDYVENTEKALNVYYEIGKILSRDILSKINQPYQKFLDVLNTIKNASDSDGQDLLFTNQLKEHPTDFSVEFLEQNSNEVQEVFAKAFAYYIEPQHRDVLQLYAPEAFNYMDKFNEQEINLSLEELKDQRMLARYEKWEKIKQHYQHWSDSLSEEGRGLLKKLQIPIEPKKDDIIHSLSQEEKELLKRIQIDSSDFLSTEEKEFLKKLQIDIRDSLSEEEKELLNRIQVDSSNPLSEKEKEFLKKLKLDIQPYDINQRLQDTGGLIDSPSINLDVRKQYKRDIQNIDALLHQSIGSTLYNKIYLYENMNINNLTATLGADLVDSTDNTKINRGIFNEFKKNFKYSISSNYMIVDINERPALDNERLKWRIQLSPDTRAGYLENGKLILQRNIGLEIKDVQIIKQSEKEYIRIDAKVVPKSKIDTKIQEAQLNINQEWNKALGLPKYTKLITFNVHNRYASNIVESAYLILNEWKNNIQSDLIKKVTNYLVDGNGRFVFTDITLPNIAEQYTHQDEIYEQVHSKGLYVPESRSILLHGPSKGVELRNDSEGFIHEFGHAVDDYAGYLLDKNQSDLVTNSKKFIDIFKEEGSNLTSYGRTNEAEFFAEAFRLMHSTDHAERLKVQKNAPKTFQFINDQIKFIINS
SARS 3CLpro inh – SARS-CoV 3CLpro protease inhibition; P0C6X7; recombinant SARS-CoV 3CLpro, quenched FRET peptide cleavage; inhibition, % at 6 µM; 0.14% of 290,000 active; AID 1706; in the data active means inhibition above about 12%
VHR inh abs – DUSP3 (human) phosphatase inhibition. AID 1654. P51452. inhibition, % at 13.3 µM. recombinant VHR phosphatase, pNPP absorbance. 0.52% of 290,000 active; in the data active means inhibition above about 50%; further: some compounds called inactive have numbers as strong as hits
Target sequence (P51452 whole entry, looked up): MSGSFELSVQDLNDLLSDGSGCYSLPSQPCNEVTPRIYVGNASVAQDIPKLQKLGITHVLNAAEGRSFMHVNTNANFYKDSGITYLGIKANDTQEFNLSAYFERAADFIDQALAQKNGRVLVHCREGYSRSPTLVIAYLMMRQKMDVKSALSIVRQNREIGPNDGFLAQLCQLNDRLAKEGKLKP
TcdB inh – inhibitors of Clostridioides difficile toxin B glycohydrolase; TcdB glycohydrolase enzymatic assay, plate reader; inhibition, % at 9.99 µM; 0.24% of 350,000 active; in the data active means inhibition above about 10%
CCHFV vOTU inh – CCHFV vOTU protease inhibition. Pep-AMC fluorescence. inhibition, % at 11.5 µM. 0.55% of 370,000 active; in the data active means inhibition above about 30%; further: 0% = vehicle wells with enzyme and 100% = no enzyme wells
Yp Topo-I inh – blocks Yersinia pestis topoisomerase I activity. AID 504884. 0.064% of 360,000 active. Y. pestis Topo-I cleavage product accumulation, plate reader. activity, % at 10 µM; in the data active means activity above about 50%, passing the limit was not always enough; inconclusive means no clear call, values can overlap the other calls; further: inactives centre near 2
PriA SSB inh – inhibitors of Klebsiella pneumoniae PriA binding to SSB C-terminal tail | AlphaScreen SSBct-PriA binding, biotinylated peptide | AID 1272365 | inhibition, % at 33 µM | 0.6% of 430,000 active; in the data active means inhibition mostly above about 37%, no sharp cut-off; inactive means mostly below about 20%;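 further: plate controls were negative control peptide for no effect and reference peptide for full effect; strong numbers were not always called active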
An asterisk follows results filed as active; i = inactive; ? = inconclusive; nt = no result given; & = joins results of further samples. Unless noted, no stated cut-off is given here; in the data, active means inhibition above about 30%; inconclusive means no clear call, values can overlap the other calls; inactive means below that. This is a subset, so the mix of outcomes need not match the whole.

SMILES | BoNT A protease | BH1578 lux ind | PfHsp40 rescue | Anthrax LF prot | SARS 3CLpro inh | VHR inh abs | TcdB inh | CCHFV vOTU inh | Yp Topo-I inh | PriA SSB inh
O=C(Nc1nnc(-c2ccco2)o1)c1ccc([N+](=O)[O-])s1 | -0.1 | -1.1 | -1.1 | -2 | 3 | 2 | 0.1 | 10 | 2 | 0
COc1cccc2sc(N3CCN(C(=O)c4ccc([N+](=O)[O-])o4)CC3)nc12 | -2.3 | i | -1.6 | 0 | nt | nt | nt | nt | 14 | -6
Cn1c(SCCc2ccc([N+](=O)[O-])cc2)nccc1=O | -1.9 | -0.5 | -1.1 | -2 | nt | nt | -1.3 | -3 | 3 | -8
Cc1ccc(-c2nnc(NC(=O)c3ccc([N+](=O)[O-])o3)o2)c(C)c1 | -2.7 | i | 6.0 | ? | nt | nt | -0.8 | 3 | -2 | -2
O=C(CN1C(=O)c2ccccc2C1=O)N1CCN(S(=O)(=O)c2ccccc2)CC1 | -3.8 | i | 0.3 | -1 | -4 | 19 | 0.5 | 11 | 1 | -6
Cn1ncc2c(Nc3ccc(-c4ccccc4)cc3)ncnc21 | -1.0 | i | 11 | -5 | 0 | 18 | nt | -12 | 1 | 6
COc1ccccc1OCC(=O)N1CCN(c2ccccc2OC)CC1 | 0.1 | i | 0.7 | 1 | nt | 18 | nt | 3 | 8 | 0
Cc1c(NC(=O)c2ccc(Cl)c(S(=O)(=O)N3CCCCC3)c2)c(=O)n(-c2ccccc2)n1C | 0.4 | i | -0.7 | 2 | 1 | 91 | 2.0 | -6 | 2 | -6
COc1cc2cnc(-c3ccccc3)c(C(=O)c3ccc(OCc4ccccc4)cc3)c2cc1OC | -0.1 | i | -2.3 | 3 | nt | nt | 1.2 | 9 | 25 | 12
CC(OC(=O)Cc1ccc(Cl)cc1)C(=O)NCCC1=CCCCC1 (stereo not drawn) | -0.5 | i | 3.0 | -1 | 2 | -2 | 0.4 | -4 | 2 | -23

A draw from above in order of molecular weight, low to high:
SMILES | BoNT A protease | BH1578 lux ind | PfHsp40 rescue | Anthrax LF prot | SARS 3CLpro inh | VHR inh abs | TcdB inh | CCHFV vOTU inh | Yp Topo-I inh | PriA SSB inh
Cc1ccc(-c2nnc(NC(=O)c3ccc([N+](=O)[O-])o3)o2)c(C)c1 | -2.7 | i | 6.0 | ? | nt | nt | -0.8 | 3 | -2 | -2
COc1ccccc1OCC(=O)N1CCN(c2ccccc2OC)CC1 | 0.1 | i | 0.7 | 1 | nt | 18 | nt | 3 | 8 | 0
Cc1c(NC(=O)c2ccc(Cl)c(S(=O)(=O)N3CCCCC3)c2)c(=O)n(-c2ccccc2)n1C | 0.4 | i | -0.7 | 2 | 1 | 91 | 2.0 | -6 | 2 | -6

Continued.
SMILES | BoNT A protease | BH1578 lux ind | PfHsp40 rescue | Anthrax LF prot | SARS 3CLpro inh | VHR inh abs | TcdB inh | CCHFV vOTU inh | Yp Topo-I inh | PriA SSB inh
CCOC(=O)c1ccc(NC(=O)c2cccnc2)cc1 | -2.4 | -0.7 | 2.1 | 1 | 4 | 47 | -0.1 | 4 | 0 | -13
CN(C(=O)c1cccc(C#N)c1)c1nnc(C2CCCO2)s1 (stereo not drawn) | 1.0 | i | 0.4 | 1 | 1 | -16 | nt | 7 | 2 | -10
COc1ccc(-n2nc(C(C)=O)c(=O)[nH]c2=O)cc1 | 0.2 | -0.3 | -0.6 | -1 | -1 | -10 | 0.2 | -10 | 14 | -1
CC1(C(=O)NS(=O)(=O)c2ccc(Br)cc2)CCN1C(=O)C/C=C/c1ccccc1 (stereo not drawn) | -0.2 | -4.5 | nt | 0 | nt | nt | 0.9 | 6 | -5 | nt
CC(=O)NC(CC(C)C)C(=O)NC(CO)C(=O)NC(CCC(=O)O)C(=O)NC(C)C(=O)NC(CC(C)C)C(N)=O (stereo not drawn) | 0.0 | 2.8 | -0.8 | -7 | nt | nt | nt | 0 | -1 | -24
COC(=O)[C@H](CC(C)C)NC(=O)Cn1cnc2c(SC)nc(N)nc21 | -0.8 | 1.0 | 0.3 | -1 | nt | nt | 0.8 | -4 | 7 | -6
CC(C)CC(=O)N1CCN(S(=O)(=O)c2ccc(F)cc2)CC1 | 0.0 | i | -0.2 | -6 | 2 | -9 | nt | -15 | 0 | -6
COCCNC(=O)CN(C(=O)Cn1nnc2ccccc21)c1ccccc1 | -0.6 | -0.3 | -0.2 | -7 | 1 | -1 | nt | 4 | 10 | -9
CCN(CC(=O)Nc1c(F)cccc1F)C(=O)c1cccnc1Sc1ccccc1 | -4.4 | 5.6 | -1.6 | -10 | nt | nt | 1.0 | 7 | -2 | -11
Cc1cc(/C=C(\C#N)C(=O)NC2CCCCCC2)c(C)n1C | -1.5 | -0.4 | -1.9 | -3 | -2 | 32 | nt | 0 | -3 | -4
CCCCOc1ccc(C2(C)NC(=O)N(C)C2=O)cc1 (stereo not drawn) | 3.5 | i | -0.5 | 0 | 3 | 4 | 0.8 | -13 | 0 | 1
C=CCN(CC=C)CCCOc1ccc(C)cc1OC | 0.5 | -0.3 | -1.9 | -2 | 8 | -7 | 0.9 | 6 | 2 | -3
CCO[C@H]1OC(C(=O)O)=C[C@@H](c2coc3ccccc3c2=O)[C@@H]1CCCO | -0.6 | -2.9 | 0.0 | 7 | nt | nt | 1.8 | 6 | -3 | -9
CCOC(=O)c1sc(NC(=O)c2cc(-c3ccccc3C)nc3ccccc23)c(C#N)c1C | -0.4 | -0.5 | 1.7 | 0 | 3 | -2 | nt | 7 | -1 | -26
CC(C)CN(C(=O)COC(=O)C12CC3CC(CC(C3)C1)C2)c1c(N)n(Cc2ccccc2)c(=O)[nH]c1=O | 1.8 | i | 0.7 | 0 | nt | nt | 4.2 | -8 | -5 | -16
O=C(Nc1nn[nH]n1)c1cccc(Oc2ccccc2)c1 | -0.6 | -0.6 | 0.4 | 3 | 4 | 17 | nt | 0 | 0 | -12
CCOC(=O)C1CCN(C(=O)CCCCn2c(=O)[nH]c3ccccc3c2=O)CC1 | 1.6 | 0.8 | 0.0 | -4 | -8 | 4 | nt | 0 | -1 | -5
O=C(C[C@H]1C/C=C\C[C@@H](Cc2ccc(F)cc2)C(=O)OC[C@@H](Cc2c[nH]c3ccccc23)NC1=O)NCCO | -0.4 | -0.4 | 0.6 | -4 | nt | nt | 1.4 | 6 | 9 | -3
O=C(CN1CC(=O)Nc2ccccc21)NCCc1ccc(Cl)cc1Cl | 2.0 | -0.4 | -0.7 | 5 | 7 | 12 | 0.1 | 11 | 6 | 0
Cc1ccc(NC(=O)N2CCC(NC(=O)C(C)(C)C)CC2)cc1 | 1.2 | i | -1.6 | -1 | -5 | 8 | nt | -11 | 3 | -9
CC(=O)N1CCN=C1SCc1c(F)cccc1Cl | -0.7 | -0.6 | 0.0 | -10 | 1 | 11 | -3.6 | 6 | 2 | -6
O=C(C1=C[C@H](C2CC2)C[C@H](OCc2ccc(CO)cc2)O1)N1CCOCC1 | 0.6 | -10 | -1.4 | -5 | 1 | 21 | -2.4&1.9 | 1 | 4 | -7
O=C1CC(N2CCC(c3nc4ccccc4[nH]3)CC2)C(=O)N1Cc1ccccc1 (stereo not drawn) | 0.0 | i | 0.8 | -1 | 1 | 0 | nt | -16 | -7 | 1
COC1CCN(C(=O)c2ccc3oc(C(C)C)nc3c2)CC1 | -1.8 | -0.3 | -0.1 | -2 | 5 | 6 | 0.7 | 8 | -7 | -19
COc1cc(OC)c(OC)cc1/C=N/NC(=O)CC1C(=O)NN=C1C (stereo not drawn) | -0.2 | -0.2 | 0.4 | -4 | 4 | -11 | nt | -8 | 0 | nt
COc1ccc(C(=O)COC(=O)CCc2ccccc2)cc1 | 0.1 | -0.4 | -0.7 | -6 | 7 | 15 | 0.6 | 17 | 8 | -26
O=C(O)CC1S/C(=N/N=C/c2ccc(-c3ccc(Cl)cc3[N+](=O)[O-])o2)NC1=O (stereo not drawn) | 1.1 | -0.3 | 1.5 | -7 | 5 | 24 | nt | 36* | 13 | nt
COc1ccc(-c2[nH]c(-c3ccc(F)cc3)nc2SCC(=O)NC2CCCC2)cc1 | -0.9 | -0.2 | -0.2 | -12 | -2 | 4 | 2.0 | 10 | -1 | -8
CC1=CC(C)(C)N(C(=O)CN2C(=O)CCC2=O)c2ccc(C)cc21 | -1.0 | -1.5 | 0.4 | 2 | -1 | 14 | -0.3 | -8 | 3 | -2
CN(CC(=O)Nc1ccc2c(c1)OCO2)S(=O)(=O)c1cccs1 | -1.7 | -0.2 | -0.4 | 2 | -1 | 36 | -0.4 | 12 | -3 | -2

Laid out differently: results already given.
structure	BoNT A protease	BH1578 lux ind	PfHsp40 rescue	Anthrax LF prot	SARS 3CLpro inh	VHR inh abs	TcdB inh	CCHFV vOTU inh	Yp Topo-I inh	PriA SSB inh
Cc1ccc(NC(=O)N2CCC(NC(=O)C(C)(C)C)CC2)cc1	1.2	i	-1.6	-1	-5	8	nt	-11	3	-9
O=C(CN1C(=O)c2ccccc2C1=O)N1CCN(S(=O)(=O)c2ccccc2)CC1	-3.8	i	0.3	-1	-4	19	0.5	11	1	-6
CC(C)CN(C(=O)COC(=O)C12CC3CC(CC(C3)C1)C2)c1c(N)n(Cc2ccccc2)c(=O)[nH]c1=O	1.8	i	0.7	0	nt	nt	4.2	-8	-5	-16

More compounds:
SMILES | BoNT A protease | BH1578 lux ind | PfHsp40 rescue | Anthrax LF prot | SARS 3CLpro inh | VHR inh abs | TcdB inh | CCHFV vOTU inh | Yp Topo-I inh | PriA SSB inh
O=C(C1CCCN(S(=O)(=O)c2ccccc2[N+](=O)[O-])C1)N1CCCC1 (stereo not drawn) | 0.3 | -0.4 | 0.3 | 4 | 0 | 22 | 1.4 | 4 | 2 | -3
NC(=O)C1CCN(C(=O)Cn2cccc2C(=O)c2ccccc2)CC1 | -0.8 | i | -0.8 | -2 | 1 | 19 | nt | 11 | 1 | -8
CCn1cnc2cc(NC(=O)COc3ccc(C)cc3)ccc21 | 0.3 | i | 1.1 | 2 | nt | nt | 2.0 | 6 | 20 | 2
Cc1cc(C(=O)CSc2nnnn2-c2ccc(O)cc2)c(C)n1Cc1ccc2c(c1)OCO2 | 0.5 | -0.4 | 1.8 | 3 | 0 | 0 | nt | 2 | -2 | 16
COc1cc(C(=O)Nc2nc(-c3ccc(C)cc3)cs2)ccc1OCC(=O)N1CCOCC1 | 0.8 | -0.3 | -1.8 | 1 | -6 | 2 | nt | 5 | 22 | 10
CNC(=O)CSc1nnc(-c2ccco2)n1-c1ccccc1OC | 0.0 | i | -1.7 | -2 | 1 | 0 | nt | -8 | -1 | -2
CC(C)[C@H](COC=O)NC(=O)[C@H]1O[C@@H](n2ccc(N)nc2=O)[C@H](O)[C@@H]1O | -1.0 | nt | nt | 13 | nt | nt | 1.4 | 4 | nt | nt
O=C(NN=C1CCN(Cc2ccccc2)CC1)c1cc(Br)ccc1O | -0.3 | 0.6 | 0.6 | 0 | 0 | -16 | -0.6 | -8 | -6 | -18
c1ccc2c(c1)OCC(c1nn3c(Cn4nnc5ccccc54)nnc3s1)O2 (stereo not drawn) | ? | -0.2 | -0.8 | 2 | 1 | -1 | 2.4 | 7 | -2 | 2
COC(=O)[C@@]12CCCCN1[C@H](c1ccc(-c3ccc(F)cc3)c(OC)c1)[C@@H]1C(=O)N(C)C(=O)[C@@H]12 | 0.0 | i | 5.7 | -2 | nt | nt | 0.9 | 3 | 18 | 3
Cc1ccc(C(=O)NN2C(=O)C3C(C2=O)C2C=CC3C23CC3)cc1 (stereo not drawn) | -1.6 | -0.4 | -1.3 | 5 | -1 | 33 | 2.2 | -8 | 7 | -9
Cc1ccc2c(ccc[n+]2CC(=O)c2ccccc2)c1 | 1.0 | -0.4 | -2.0 | -2 | 3 | -4 | nt | 7 | -9 | -3
CCCNc1nc(OC(C(F)(F)F)C(F)(F)F)nc(OC(C(F)(F)F)C(F)(F)F)n1 | -0.4 | -2.2 | -0.1 | -6 | 2 | 7 | nt | 4 | 8 | 2
